Screening data deposited in PubChem by several laboratories.
IEC-6 cytotox: counter-screen for KLF5 inhibitors: cytotoxicity in IEC-6 cells | IEC-6 cytotoxicity, luminescence viability | inhibition, % at 5 µM | 290,000 compounds, 0.78% hits; in the data active = inhibition above about 22%;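 also: 0% = plate median of test compound wells and 100% = cytotoxic reference compound wells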
Platelet DG rel: platelet dense granule release activity. inhibition, %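 (compounds screened at 7.5 µM in platelet-rich plasma)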. AID 1663. 300,000 compounds, 0.22% hits. human platelet-rich plasma, SFLLRN dense granule ATP release, luminescence;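 active = mean replicate score, as percent of positive control, at or above 50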
GSK3B inh: human GSK3beta kinase inhibition | GST-GSK3beta kinase, ADP-Glo luminescence, 60 min; stronger effect = lower value | 300,000 compounds, 0.038% hits | activity score (negative = inhibition), % at 10 µM;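 active = more than half of replicate wells score below -50%, meaning over 50% inhibition versus plate controls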;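 also: 0% = median DMSO wells and -100% = median GW8510 positive control wells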
Target sequence (P49841 whole entry, looked up): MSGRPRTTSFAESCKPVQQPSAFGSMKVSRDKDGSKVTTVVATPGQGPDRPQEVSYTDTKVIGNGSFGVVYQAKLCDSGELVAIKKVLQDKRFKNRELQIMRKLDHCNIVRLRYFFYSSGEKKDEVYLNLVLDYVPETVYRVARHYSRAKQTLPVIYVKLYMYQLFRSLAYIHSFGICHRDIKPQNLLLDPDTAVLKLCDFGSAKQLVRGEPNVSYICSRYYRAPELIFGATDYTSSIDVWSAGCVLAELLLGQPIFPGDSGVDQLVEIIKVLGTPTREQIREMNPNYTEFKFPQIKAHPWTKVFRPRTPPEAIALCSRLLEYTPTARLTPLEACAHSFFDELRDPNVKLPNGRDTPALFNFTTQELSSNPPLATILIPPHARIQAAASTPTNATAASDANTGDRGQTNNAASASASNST
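Test system: GST-fused GSK3beta enzyme, cell-free | Quantity: 1.6 ng GST-GSK3beta enzyme per well | Reagent: 25 µM ATP with peptide substrate | Schedule: 60 min enzyme reaction, room temperature | Signal: Luminescent ADP-Glo measurement of ADP formed | Read-out basis: Score relative to plate controls | Control set: DMSO and 20 µM GW8510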
HSP90 refold inh: inhibitors of HSP90 luciferase refolding in rabbit reticulocyte lysate. AID 1789. inhibition, % at 5.6 µM. luciferase refolding luminescence, 3 h. 290,000 compounds, 0.91% hits;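 active = inhibition above the screen-wide mean plus 3 SD, computed separately per campaign, cut at about 16% in these data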;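 also: 0% = DMSO wells and 100% = 60 µM geldanamycin wells; inhibitors lower the luminescence because luciferase stays unfolded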
KLF5 inh: inhibitors of KLF5 expression | DLD-1 KLF5 promoter-luciferase reporter, luminescence | inhibition, % at 5 µM | 290,000 compounds, 0.23% hits;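 active = inhibition above a per-plate limit of that plate's mean compound inhibition plus 3 SD, cut at about 60% in these data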;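 also: 0% = DMSO wells and 100% = LY294002 at 200 µM; higher means less KLF5 promoter-driven luciferase light; inactives centre near -14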
Dyrk1A ADPGlo: blocks rat Dyrk1A kinase activity | Q63470 | ADP-Glo luminescence, NFATc1 peptide | inhibition, % at 12.5 µM | 310,000 compounds, 0.43% hits | AID 504441; in the data active = inhibition above about 50%;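 also: plate controls were vehicle with enzyme for no effect and no enzyme for full effect; many of its hits are not listed in these tables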
aSyn UTR inh: MLPCN primary screen, SNCA 5' untranslated region; alpha-synuclein 5'UTR reporter, inhibitor activity; inhibition, % (tested at 7.5 µM); AID 1813; 300,000 compounds, 0.82% hits; in the data active = inhibition above about 60%;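 also: H4 neuroglioblastoma cells stably carrying SNCA 5'UTR luciferase fusion; 0% = DMSO wells and 100% = positive control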
GSK3A inh: blocks human GSK-3 alpha kinase; P49840; ADP-Glo luminescence, 60 min; inhibition, % at 10 µM; 320,000 compounds, 0.1% hits; AID 2650;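 in the data active = inhibition above about 50%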;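 also: GST-tagged GSK-3 alpha with peptide substrate and 25 µM ATP; 0% = DMSO neutral wells and 100% = GW8510 positive control wells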
Target sequence (P49840 whole entry, looked up): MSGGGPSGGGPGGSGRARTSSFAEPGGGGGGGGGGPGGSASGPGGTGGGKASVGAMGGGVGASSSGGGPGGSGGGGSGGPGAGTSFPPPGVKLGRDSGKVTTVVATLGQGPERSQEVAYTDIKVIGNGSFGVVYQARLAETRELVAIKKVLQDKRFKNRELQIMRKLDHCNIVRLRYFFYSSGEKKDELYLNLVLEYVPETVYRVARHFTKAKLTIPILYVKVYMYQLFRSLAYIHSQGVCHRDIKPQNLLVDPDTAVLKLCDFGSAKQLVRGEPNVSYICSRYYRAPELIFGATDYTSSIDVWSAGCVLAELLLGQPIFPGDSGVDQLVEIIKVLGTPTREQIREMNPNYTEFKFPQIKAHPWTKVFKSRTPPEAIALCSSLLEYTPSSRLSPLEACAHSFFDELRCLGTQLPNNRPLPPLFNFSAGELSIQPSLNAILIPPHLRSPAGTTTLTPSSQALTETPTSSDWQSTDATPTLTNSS
HSF-1 act: increases HSF-1 driven luciferase reporter signal; activation, % at 9 µM; 300,000 compounds, 1.7% hits; NIH3T3-HGL HSF-1 luciferase reporter, MG132, 8 h; 100% = twice DMSO control signal;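 active = mean replicate activation of at least 50% with a set share of replicates each reaching 50%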;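 also: 0% = median of the neutral control wells and 100% = twice that signal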
HSF1 inh: HSF1 inhibition | NIH3T3-HGL HSE-luciferase, MG132-induced, luminescence 8 h; stronger effect = lower value | activity change, negative = inhibition, % at 7.5 µM (by protocol) | 300,000 compounds, 0.77% hits | AID 2098;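 active = more than half of replicate wells show activity change below -50%, luminescence cut by over half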;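 also: luciferase reports HSF-1 transcriptional activity via heat shock element; 0% = median of DMSO wells and -100% = zero luminescence signal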
Starred values were filed as active, the others as inactive; x = no result given. The list is partial; count on the stated rates, not on these rows.

SMILES	IEC-6 cytotox	Platelet DG rel	GSK3B inh	HSP90 refold inh	KLF5 inh	Dyrk1A ADPGlo	aSyn UTR inh	GSK3A inh	HSF-1 act	HSF1 inh
O=C(COC(=O)c1ccc2c(c1)OCCO2)Nc1cc(S(=O)(=O)N2CCOCC2)ccc1Cl	-10	8	0	-2	-5	-2	2	-2	7	1
O=Cc1c(N2CCC3(CC2)OCCO3)nc2ccccn2c1=O	-6	-3	-1	0	-13	-6	11	-3	-6	-3
O=[N+]([O-])c1ccccc1NC(=S)N/N=C/c1ccc(O)c(O)c1	1	4	3	43*	-54	21	-54	4	-61	-48
O=C(CN1CCN(Cc2ccccc2Cl)CC1)N/N=C/c1cccs1	-6	3	-3	3	-16	x	-3	-2	-4	-1
COc1ccccc1NC(=O)c1ccc2c(c1)OCO2	-1	-2	x	7	-106	7	-125	-2	28	19
CC(C)[C@H](NC(=O)N1c2ccccc2NC(=O)[C@@H]1C(C)C)C(=O)N[C@@H](Cc1ccccc1)C(=O)O	2	4	0	1	-27	7	-5	-5	-5	-2
Cc1nn(CCCC(=O)Nc2cc(Oc3ccccc3)cc([N+](=O)[O-])c2)c(C)c1[N+](=O)[O-]	-8	-15	-1	0	-25	-6	19	1	14	2
O=C(COC(=O)CCc1ccc(S(=O)(=O)N2CCOCC2)cc1)NCc1ccccc1Cl	2	-7	-1	-2	8	12	-12	-4	-2	-2
Cc1cc(/C=C(\C#N)C(N)=O)c(C)n1-c1ccc(N2CCOCC2)c([N+](=O)[O-])c1	3	5	-1	5	-8	1	6	3	-3	0
COc1ccc(S(=O)(=O)Nc2ccc(F)c(F)c2)cc1Cl	6	0	2	-2	13	-1	9	-1	-5	3
COc1ccc(CNC(=O)c2cc3cccc(O)c3oc2=N)cc1	-7	25	4	-2	-8	14	-8	0	12	-5
Cc1cc(C)n(S(=O)(=O)c2ccc(Cl)c(Cl)c2Cl)n1	2	1	1	-1	-11	6	-5	4	10	2
C=CCOc1cccc(CNCc2ccncc2)c1	-5	-1	4	-3	-17	-4	14	5	-8	-1
CCOC(=O)c1oc2ccccc2c1COC(=O)CNC(=O)c1ccccc1OC	x	-20	1	x	x	17	-3	-1	4	2
CN1CCCC1CCNc1ccc2oc3ccccc3c(=O)c2c1 (stereo not drawn)	2	2	-1	12	-58	x	-38	3	-40	-27
CC(=O)Nc1cc(C(=O)OCC(=O)c2ccc(Cl)cc2Cl)ccc1C	3	4	-1	0	-11	1	16	-2	18	13
O=c1cc(CSc2ccccn2)nc(N2CCN(c3ccccc3)CC2)[nH]1	-2	-6	-1	5	8	14	27	-3	9	3
CN(C1CCCCC1)S(=O)(=O)c1ccc(NC(=O)c2ccc(Br)o2)cc1	-4	-33	1	0	-19	1	1	0	1	18
Cn1cccc1/C=N/n1cnnc1	0	-2	1	-1	9	4	-5	1	-19	-4
Cc1ccc(CSCC(=O)Nc2ccccc2)cc1	2	-3	0	-7	-6	-6	-41	1	0	3
CC(=O)NS(=O)(=O)c1ccc(N/C(N)=N/c2nc(C)cc(C)n2)cc1	-2	9	1	-3	-37	-8	2	-1	-9	-4
CCC1(c2ccccc2)NC(=O)N(CC(=O)Nc2cc(S(=O)(=O)N3CCCCCC3)ccc2OC)C1=O (stereo not drawn)	x	-2	1	x	x	12	7	-1	9	5
N/C(=N\OC(=O)c1ccc(F)cc1)c1cccc([N+](=O)[O-])c1	-1	-5	2	-1	-48	1	-110	-3	42	23
CC1(C)CC(=O)C2=C(C1)NC(=O)CC2c1ccc(F)cc1 (stereo not drawn)	-2	18	1	-2	5	-8	0	5	13	11
CCC1CCCCN1CCCCOc1cccc(Cl)c1 (stereo not drawn)	-1	3	-21	-2	-26	0	6	0	0	-1
COc1ccccc1OCc1ccc(C(=O)N2CCCCC2)o1	-6	-15	-4	-1	-22	-2	-46	-1	25	-3
CCOC(=O)C1CCCN(C(=O)c2cn(C)c3ccc(S(=O)(=O)N(C)C)cc3c2=O)C1 (stereo not drawn)	-1	x	x	-1	-7	x	x	1	x	x
COc1ccc(S(=O)(=O)Nc2ccc(Cc3ccncc3)cc2)cc1OC	3	-2	2	-5	7	-4	17	-2	-28	-5
Cc1ccc2c(CSc3nnc(C4CC4)n3N)cc(=O)oc2c1	-2	4	-2	0	-22	-4	21	-2	28	13
Cc1cc(C)n(CC2CC(=O)N(c3ccc(F)c(Cl)c3)C2=O)n1 (stereo not drawn)	-6	x	x	2	-7	9	x	0	x	x
CCN1CCc2c(sc(NC(=O)Nc3ccc(Cl)c(Cl)c3)c2C(N)=O)C1	11	x	x	-3	-25	-3	x	-4	x	x
Cc1ccc(C)c(N(C(=O)CNC(=O)c2ccco2)C(C(=O)NC2CCCCC2)c2ccncc2)c1 (stereo not drawn)	4	-1	-3	-4	-30	-6	-17	-1	8	-3
C=CCn1c(CNC(=O)c2cccs2)nnc1SCC(=O)c1ccc(Br)cc1	-5	2	-4	-1	-32	4	-1	-3	8	1
CC(C)C(O)(c1ccccc1)C(CN1CCOCC1)c1ccccc1 (stereo not drawn)	-2	-7	-4	15	7	3	-11	-1	-10	-13
COc1ccccc1CCN1CCCC(CN(C)C(=O)c2ccco2)C1 (stereo not drawn)	0	4	-1	-1	-34	-2	-21	-1	-25	-2
CSCC(=O)NS(=O)(=O)c1ccc(C)cc1	8	6	1	2	-9	-6	29	-5	5	1
CC(C)NC(=O)/C(=C/c1ccco1)c1ccccc1	2	-5	1	0	-8	11	14	-2	24	-1
COc1cc(NC(=O)COC(=O)CC(C)(C)C)c(C)cc1[N+](=O)[O-]	-2	-6	2	-1	-23	1	8	9	-10	8
O=C(NN1CCOCC1)c1ccc(Cl)cc1	4	4	1	1	14	-4	23	-1	5	-5
CC(C)(C)c1ccccc1NC(=O)c1ccco1	2	4	1	-1	1	-5	20	1	-2	5

Looked up by structure from the entries so far, 2 records:
SMILES	IEC-6 cytotox	Platelet DG rel	GSK3B inh	HSP90 refold inh	KLF5 inh	Dyrk1A ADPGlo	aSyn UTR inh	GSK3A inh	HSF-1 act	HSF1 inh
COc1ccccc1CCN1CCCC(CN(C)C(=O)c2ccco2)C1 (stereo not drawn)	0	4	-1	-1	-34	-2	-21	-1	-25	-2
C=CCn1c(CNC(=O)c2cccs2)nnc1SCC(=O)c1ccc(Br)cc1	-5	2	-4	-1	-32	4	-1	-3	8	1

(listing goes on)
SMILES	IEC-6 cytotox	Platelet DG rel	GSK3B inh	HSP90 refold inh	KLF5 inh	Dyrk1A ADPGlo	aSyn UTR inh	GSK3A inh	HSF-1 act	HSF1 inh
O=C(CN(Cc1ccccc1)C(=O)CCC(=O)Nc1nccs1)NCC1CCCO1 (stereo not drawn)	-2	-10	5	-3	-11	3	8	2	0	-1
O=C(C1CCCN(Cc2ccccc2)C1)N1CCCCC1 (stereo not drawn)	1	3	0	-2	-23	1	-4	0	-3	-3
O=C(CSc1nc2ccccc2n1Cc1ccc(Cl)cc1)N/N=C/c1ccc(C(=O)O)cc1	-4	3	-1	0	-18	-1	19	1	4	-8
O=C(CCSCCc1ccccn1)Nc1ccc(Cl)cn1	-3	-4	-22	0	1	23	26	27	9	-6
COc1cc(C2C(C#N)=C(N)OC3=C2C(=O)CCC3)c([N+](=O)[O-])cc1OC (stereo not drawn)	-22	-8	2	2	-23	3	-14	9	-83	-77*
COc1ccccc1-n1cc(C(=O)N2CCCC(CO)(Cc3ccccc3C)C2)cn1 (stereo not drawn)	0	1	0	0	-18	4	9	-1	29	1
CC1CC2(CC(C)(C(=O)CSc3nc4ccccc4s3)OC2=O)C(=O)O1 (stereo not drawn)	-10	11	1	-2	-37	7	1	-1	2	4
CC(C)CCNC(=O)C1CCN(S(=O)(=O)c2ccc(-n3cnnn3)cc2)CC1	-2	1	-3	-4	-29	-4	-6	-1	26	6
CC1CCc2c(C(=O)Nc3ccc(OC(F)(F)F)cc3)csc2C1 (stereo not drawn)	-2	5	1	-3	-8	-2	-15	5	17	8
COc1ccc(-c2cc(C(=O)NCc3ccco3)no2)cc1OC	-1	x	x	3	-40	0	x	-2	x	x
Cn1c2ccccc2c2nnc(SCc3ccc4nonc4c3)nc21	-2	-4	1	2	-14	5	1	-2	0	-4
COc1ccc(-n2cc(-c3ccccc3)c3c(N4CCN(CCO)CC4)ncnc32)cc1	2	11	0	7	-12	3	7	1	-4	-8
COc1ccc(CC(=O)Nc2ccc(C)cc2O)cc1S(=O)(=O)N1CCOCC1	x	9	3	x	x	-10	18	4	13	2
CC(C)CCNC(=O)CCCOc1cc(=O)n(C)c2ccccc12	5	2	0	-3	-30	-16	-4	-1	42	24
COc1ccc(/C=N/Nc2ccccc2C(=O)O)cc1Cn1cc([N+](=O)[O-])cn1	4	6	4	1	-21	2	-9	-4	1	-1
COc1ccc(/C=C2/Sc3ccc(C(=O)NCCCN4CCOCC4)cc3NC2=O)cc1OC	4	1	-2	2	-22	x	2	2	8	2
CCN(CC(=O)N1CCC(C)CC1)S(=O)(=O)c1ccc(C)cc1	-3	-11	3	4	1	-11	0	1	18	-2
c1ccc2c(c1)CCN(CCCNc1nc3ccccc3n3cnnc13)C2	5	x	x	-3	-42	19	x	x	x	x

In the list so far, eight contain a furan ring, fused or not:
SMILES	IEC-6 cytotox	Platelet DG rel	GSK3B inh	HSP90 refold inh	KLF5 inh	Dyrk1A ADPGlo	aSyn UTR inh	GSK3A inh	HSF-1 act	HSF1 inh
CCOC(=O)c1oc2ccccc2c1COC(=O)CNC(=O)c1ccccc1OC	x	-20	1	x	x	17	-3	-1	4	2
CN(C1CCCCC1)S(=O)(=O)c1ccc(NC(=O)c2ccc(Br)o2)cc1	-4	-33	1	0	-19	1	1	0	1	18
COc1ccccc1OCc1ccc(C(=O)N2CCCCC2)o1	-6	-15	-4	-1	-22	-2	-46	-1	25	-3
Cc1ccc(C)c(N(C(=O)CNC(=O)c2ccco2)C(C(=O)NC2CCCCC2)c2ccncc2)c1 (stereo not drawn)	4	-1	-3	-4	-30	-6	-17	-1	8	-3
COc1ccccc1CCN1CCCC(CN(C)C(=O)c2ccco2)C1 (stereo not drawn)	0	4	-1	-1	-34	-2	-21	-1	-25	-2
CC(C)NC(=O)/C(=C/c1ccco1)c1ccccc1	2	-5	1	0	-8	11	14	-2	24	-1
CC(C)(C)c1ccccc1NC(=O)c1ccco1	2	4	1	-1	1	-5	20	1	-2	5
COc1ccc(-c2cc(C(=O)NCc3ccco3)no2)cc1OC	-1	x	x	3	-40	0	x	-2	x	x
